From PubChem
aSyn rescue: inhibitors of alpha-synuclein toxicity in yeast. Yeast expressing alpha-synuclein, growth rescue, BacTiter-Glo, 24 h. Potency, µM (titrated, usually from 46.1 µM), inactives show at the top dose growth rescue (activation), most hits filed as activators. hit rate 0.14% among 370,000. AID 652106; note: % of control where 0% means no effect; nearly all actives have a fitted effect of over 65% in size
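Rescue of yeast growth: cells expressing toxic alpha-synuclein, induced in galactose at OD600 0.02, incubated with compound 24 h at 30 C. ATP luminescence quantified growth; inhibitors of toxicity appear as activators.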
TDP-43 yeast inh: inhibitors of TDP-43 toxicity in yeast. Potency, µM (top dose mostly 46.1 µM), for the others: at the highest dose growth rescue (activation), usual class: activators. TDP-43 expressing yeast growth rescue, BacTiter-Glo, 24 h. hit rate 1.8% among 410,000. AID 652104; note: % of control where 0% means no effect; nearly all actives have a fitted effect of over 50% in size
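In this qHTS, compounds that restore growth of yeast expressing TDP-43 appear as activators. Cells (OD600=0.02, galactose medium, raffinose-pregrown) are incubated with compound 24 hr at 30 deg C and growth is quantified by BacTiter-Glo.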
FUS suppressor: rescues growth of FUS-expressing yeast. S. cerevisiae FUS-expressing, growth rescue, OD600, 24 h. Potency, µM (doses to about 76.6 µM), without a hit: at the highest dose growth rescue (activation), hits mostly activators. hit rate 0.24% among 390,000. AID 1347120;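 note: plate controls were DMSO vehicle for no effect and reference control for full effect; nearly all actives have a fitted effect of over 55% in size; some results filed as inactive show a strong effect at the top dose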
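Yeast expressing FUS under galactose induction, OD 0.005 in 2% galactose medium; compounds in a dilution series, 24 h at 30C. Growth rescue by absorbance at 600 nm; CP55940 positive control, DMSO negative.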
EPAC1 antag: EPAC1 (human) antagonism | O95398 | hit rate 0.14% among 360,000 | Potency, µM (highest dose often 115 µM), for inactives: top-dose activity change, negative = inhibition, most hits filed as inhibitors | AID 720709 | EPAC1 GEF assay, Rap1b-BODIPY-GDP exchange fluorescence;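 note: plate controls were vehicle for no effect and positive control for full effect; nearly all actives have a fitted effect of over 50% in size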
EPAC2 agonist: EPAC2 (human) agonism | EPAC2 activation, biochemical qHTS; response scale: 100% = 6.5 mM cAMP response | Potency, µM (highest dose often 154 µM), for the others: top-dose activation, hits mostly activators | hit rate 0.079% among 360,000 | Q8WZA2; note: nearly all actives have a fitted effect of over 50% in size
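Setup: EPAC2 100 nM, labeled Rap1B complex 250 nM, free GDP 50 uM. Compound titrations pinned in, brief spin, 5 min room temperature incubation. Kinetic fluorescence read over 30 min, normalized to 6.5 mM cAMP.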
EPAC1 ag: activates human EPAC1 exchange factor; O95398; EPAC1 agonist qHTS, biochemical assay; response scale: 100% = response to 6.5 mM cAMP; Potency, µM (top dose mostly 154 µM), inactives show at the top dose activation, usual class: activators; hit rate 0.073% among 360,000; note: nearly all actives have a fitted effect of over 60% in size
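Compounds were pinned as a concentration titration into mixtures of EPAC1 (100 nM), BODIPY-GDP-loaded Rap1B (250 nM) and GDP (50 uM). After 5 min at room temperature, fluorescence was followed for 30 min; activity was scaled to 6.5 mM cAMP.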
PTHR1 agonist: PTHR1 (human) receptor agonism; Q03431; HEK293 GP2 PTHR1 cells, GloSensor cAMP luminescence, 1 h; Potency, µM (top dose mostly 115 µM), for the others: at the top dose activation, actives largely listed as activators; hit rate 0.075% among 410,000; AID 743266; note: nearly all actives have a fitted effect of over 55% in size; some results filed as inactive show a strong effect at the top dose; inactives centre near -15; many of its hits are not listed in these tables
Target sequence (Q03431 whole entry, looked up): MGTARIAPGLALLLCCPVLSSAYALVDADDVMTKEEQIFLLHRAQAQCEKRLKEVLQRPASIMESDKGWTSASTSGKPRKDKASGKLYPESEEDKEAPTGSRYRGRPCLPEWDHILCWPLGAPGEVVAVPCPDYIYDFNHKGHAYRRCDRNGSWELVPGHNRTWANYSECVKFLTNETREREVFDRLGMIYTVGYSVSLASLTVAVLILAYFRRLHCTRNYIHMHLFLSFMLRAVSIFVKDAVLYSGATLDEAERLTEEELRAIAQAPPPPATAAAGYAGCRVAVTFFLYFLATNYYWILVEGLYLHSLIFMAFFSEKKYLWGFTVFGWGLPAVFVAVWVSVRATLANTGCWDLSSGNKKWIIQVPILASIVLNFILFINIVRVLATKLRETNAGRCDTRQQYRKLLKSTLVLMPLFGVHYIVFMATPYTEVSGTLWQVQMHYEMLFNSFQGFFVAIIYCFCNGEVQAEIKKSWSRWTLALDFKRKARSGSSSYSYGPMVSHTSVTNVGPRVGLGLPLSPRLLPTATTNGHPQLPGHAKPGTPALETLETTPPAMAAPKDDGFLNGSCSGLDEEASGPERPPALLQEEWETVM
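HEK-293-derived GP2 cells expressing PTHR1 and a GloSensor cAMP reporter, 3,000/well, plated overnight, given luciferin plus IBMX (each 0.5 mM as added) for 1 h at 37 °C, then compound for 1 h at 37 °C. Luminescence was read after 15 min at room temperature.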
EPAC2 antagonist: EPAC2 (human) antagonism | EPAC2 GEF exchange of Rap1B-BODIPY-GDP, fluorescence | AID 720708 | Potency, µM (series often up to 114 µM), for inactives: top-dose activity, negative = inhibition, usual class: inhibitors | hit rate 0.18% among 360,000 | Q8WZA2; note: % is set by controls: 0 for no effect and ±100 for the full control effect; nearly all actives have a fitted effect of over 45% in size; many of its hits are not listed in these tables
* marks the source's active call; other numbers are inactive results; i = inactive; u = inconclusive; x = not tested or not shown; & = joins results of further samples; [ ] = another dose, or the depositor's remark. Calls come from the whole dose curve; as a rule, active = well fitted curve in the direction sought with a large enough effect; inconclusive = small, poorly fitted or top-dose-only effect, or another doubt; inactive = no such curve, though single readings can be large; an effect the other way counts as inactive or inconclusive. Potency is the fitted concentration of half-maximal effect.

mol	EPAC2 agonist	EPAC1 ag	EPAC2 antagonist	FUS suppressor	TDP-43 yeast inh	EPAC1 antag	aSyn rescue	PTHR1 agonist
O=C(O)CC/C(=C\c1ccc(N2CCOCC2)c([N+](=O)[O-])c1)c1nc2ccccc2s1	7%	4%	9%	u	-7%	5%	-21%	i
Cc1nn2c3c(cnc2c1-c1ccccc1)C(=O)CCC3	-4%	-4%	5%	5%	u	13%	-19%	-13%
NS(=O)(=O)c1ccc(NC(=O)Nc2cccc3ccccc23)cc1	0%	10%	16%	22%	7%	-20%	-1%	i
COc1ccc(C(c2nnnn2-c2ccc(OC)cc2)N2CCN(C/C=C/c3ccccc3)CC2)cc1 (configuration not stated)	12%	13%	-4%	16%	29%	5%	4%	-13%
CCOC(=O)CCCCCC(=O)Nc1ccc2c(c1)CC(=O)N([C@H](C)CO)C[C@H](C)[C@H](CN(C)S(=O)(=O)c1ccc(OC)cc1)O2	-2%	-6%	8%	36%	14%	-6%	0%	i
CC(=O)N1N=C(c2ccc(C)cc2)OC1c1ccc(C(C)C)cc1 (configuration not stated)	6%	0%	-3%[57.1 µM]	18%	12%	-18%	9%	-3%[57.5 µM]
O=C(N/N=C/c1ccc[nH]1)c1ccccc1OCc1ccccc1Cl	4%	18%	-10%	33%	u	-9%	13%	-20%
O=C(O)c1ccccc1NCc1cccnc1	8%	6%	-8%	-22%	9%	-5%	2%	-18%
Cc1oc2c(C)c3oc(=O)c(CCC(=O)O)c(C)c3cc2c1-c1ccccc1	16%	-4%	26%	-22%	25%	-22%	15%	-48%[inhibitor]
COCCNc1nc(N2CCCCC2)c2cnn(C)c2n1	5%	11%	6%	-20%	17%	-5%	-4%	i
COC(=O)c1c(NS(C)(=O)=O)sc2c1CCCC2	-1%	-7%	9%	18%	-10%	-3%	-4%	-4%
CCOC(=O)c1c(/N=C/c2cc(C)ccc2O)sc2c1CCC2	4%	1%	-11%	x	u	u	6%	i
CC(C)(C)C(=O)N1CCC(O)(CS(=O)(=O)Cc2ccccc2Cl)CC1	17%	5%	-1%	17%	-3%	-7%	-1%	-1%
COc1ccccc1/C=C/C(=O)OCC(=O)N1CCc2ccccc21	11%	12%	0%	-5%	9%	-1%	-1%	-37%
CCOc1ccc(-n2c(SCC(=O)NCc3ccco3)nc3ccccc3c2=O)cc1	5%	-6%	12%	-9%	-14%[0.397 µM]	-14%	4%	-1%
COc1cc(NS(C)(=O)=O)c(OC)cc1NC(=O)c1ccccc1	15%	3%	1%	21%	22%	6%	-6%	-27%[57.5 µM]
CCCCC/C=C/C1=CC(=O)C[C@H](c2ccc(OC)c(OC)c2)C1	0%	-21%	-17%	u	35µM*	-15%	u	-35%[inhibitor]
Cc1cc(C)c(S(=O)(=O)NN=C2c3ccccc3[C@H]3Cc4csc[n+]4[C@@H]23)c(C)c1	0%	9%	-13%	44%	27%	-13%	1%	i
CCC(c1nnnn1-c1ccc2c(c1)OCCO2)N1CCN(C(=O)C2CCCO2)CC1 (configuration not stated)	6%	10%	1%	-13%	u	9%	-2%	-24%
CCOc1ccc(N2C(=O)CSC2=S)cc1	-2%	1%	4%	-12%	18%	6%	-1%	-1%
CN(C)/C=C/c1oc2ccc(O)cc2c1[N+](=O)[O-]	-9%	-19%	-15%	25%	-1%[9.22 µM]	-17%	-13%	0%
CCOc1ccc(-c2n[nH]c(C)c2Oc2ccccc2OC)c(O)c1	9%	28%	u	-3%	-5%	-22%	-8%	-7%
O=C(NCc1ccc(F)cc1F)Nc1cnccc1C(F)(F)F	-1%	-11%	2%	-33%	15%	15%	6%	i
COc1ccccc1-c1nc(C#N)c(N2CCN(Cc3ccccc3)CC2)o1	4%	0%	-9%[57.1 µM]	-14%	-5%	16%	-14%	-12%[57.5 µM]
Nc1nc2c(Br)ccc(Br)c2cc1C(=O)NCc1cccc2ccccc12	3%	-3%	17%	10%	1%	20%	-2%	-33%[inhibitor]

(listing goes on)
mol	EPAC2 agonist	EPAC1 ag	EPAC2 antagonist	FUS suppressor	TDP-43 yeast inh	EPAC1 antag	aSyn rescue	PTHR1 agonist
Cc1ccc(C(=O)COC(=O)CNC(=O)CNC(=O)c2ccc(C)cc2)cc1	0%	-11%	10%	x	7%	6%	3%	-40%[inhibitor]
O=C(Nc1ccccc1)N(C1=NCCCCS1)c1cccc2ccccc12	5%	8%	13%	30%	-3%	3%	-1%	i
NC1=NC[C@@H](CC2CCCCC2)N1CCc1cc(C(F)(F)F)cc(C(F)(F)F)c1	-5%	-25%	-14%	42%	15%	-28%	-33%[inhibitor]	i
Cn1cc(CNC(=O)/C=C/c2ccc(Cl)cc2)cn1	4%	-7%	23%	x	-15%	8%	-6%	i
O=C(CSc1nc2ccsc2c(=O)n1CC1CCC(C(=O)O)CC1)NCCc1ccc(Cl)cc1 (configuration not stated)	6%	-2%	-8%	3%	0%	-10%	-1%	i
COC(=O)c1cnc(NC(=O)C2(C)CCN2C(=O)C(C)C)s1 (configuration not stated)	1%	10%	5%	-12%	13%	15%	1%	i
CCCCNC(=O)CSc1cc(=O)n(C)c2ccccc12	-2%	4%	10%	-7%	-2%	13%	-10%	-2%[57.5 µM]
CCOc1ccc(C2/C(=C(\O)c3cccc(OC)c3)C(=O)C(=O)N2c2ccccn2)cc1OC (configuration not stated)	11%	8%	-3%	u	-30%	4%	-7%	i
Cc1cc(C)n(-c2cc(N3CCN(C(=O)c4cccc(F)c4)CC3)ccc2[N+](=O)[O-])n1	-5%	0%	1%	23%	-8%	-17%	0%	-6%[57.5 µM]
COc1ccccc1C(=O)NNC(=O)c1ccccc1[N+](=O)[O-]	4%	2%	4%	-20%	1%	-3%	-3%	-13%
O=C(CN1CCN(S(=O)(=O)c2ccc(F)cc2)CC1)NCc1cccs1	8%	11%	6%	-6%	-6%	-3%	0%	i
CC(=O)Nc1ccc(/C=C/c2noc(-c3ccccc3O)n2)cc1	-2%	-14%	14%	u	-12%&-4%	26%	-2%	i
Cc1sc2nc(CN(C(=O)c3cccs3)C3CCCC3)[nH]c(=O)c2c1C	-4%	9%	-10%	43%	8%	-17%	26%	-25%
O=C(O)C1C2C=CC(C2)C1C(=O)NCc1ccccc1F (configuration not stated)	1%	-1%	-6%	6%	-7%	3%	-1%	-15%
Cc1cc(C)c(S(=O)(=O)c2ccccc2C(C)C)c(=O)[nH]1	-6%	4%	4%	-6%	15%	3%	-1%	i
COCC(C)NC(=O)c1cc2c(ccc3ccccc32)oc1=O (configuration not stated)	0%	10%	3%	12%	9%	-11%	5%	-21%
COc1cc(/C=N/Nc2ccccn2)cc(OC)c1O	8%	-9%	11%	14%	0%	-7%	-1%	i
O=c1o[nH]c(-c2ccccc2)c1C=Nc1ccc(Cl)cc1	5%	2%	u	-12%	-2%	14%	11%	0%
CSc1ccc(S(=O)(=O)NC2CC3CCC2C3)cc1 (configuration not stated)	17%	5%	-16%	2%	u	-4%	-5%	-8%
Cc1ccc2nc(N/N=C/c3ccccc3F)nc(-c3ccccc3)c2c1	13%	24%	-7%	10%	-6%	-2%	-24%	i
Cc1ccc(Cc2c(C3CCCCC3)nc3c4ccccc4ccn23)cc1	10%	1%	17%	3%	15%	-20%	13%	-35%[inhibitor]
O=C(N/N=C/c1cccc2nccnc12)c1ccncc1	8%	3%	2%	19%	-17%	14%	-3%	i
CCN(CC)c1ccc(NC(=O)CSc2nc3ccccc3c(=O)n2-c2cc(S(=O)(=O)N(C)C)ccc2C)cc1	3%	9%	5%	35µM*	-11%	-18%	-2%	i
CCN(CC)CCNC(=O)c1ccc(NC(=O)c2c(C)nn(-c3ccc(F)cc3)c2Cl)cc1	4%	0%	-3%	11%	-5%	28%	3%	i
O=C(CN1CCCCC1)NC1CCc2cc3c(cc21)CCC3 (configuration not stated)	3%	5%	4%	19%	-14%	-12%	2%	i
COc1cccc(NC(=O)c2ccc3c(c2)N(C)CCS3)c1	u	-5%	-4%	-6%	6%	-21%	-10%	-41%
Cc1nn2c(-c3ccccc3)nnc2c2ccccc12	-1%	0%	9%	16%	18µM*	11%	u	-58%[inhibitor]
Cc1cc2ccccn2c1C(=O)c1ccc(Cl)cc1	25%	25%	u	22%	0%	-16%	1%	i

Nine neighbouring compounds from above, for reference:
mol	EPAC2 agonist	EPAC1 ag	EPAC2 antagonist	FUS suppressor	TDP-43 yeast inh	EPAC1 antag	aSyn rescue	PTHR1 agonist
O=C(NCc1ccc(F)cc1F)Nc1cnccc1C(F)(F)F	-1%	-11%	2%	-33%	15%	15%	6%	i
COc1ccccc1-c1nc(C#N)c(N2CCN(Cc3ccccc3)CC2)o1	4%	0%	-9%[57.1 µM]	-14%	-5%	16%	-14%	-12%[57.5 µM]
Nc1nc2c(Br)ccc(Br)c2cc1C(=O)NCc1cccc2ccccc12	3%	-3%	17%	10%	1%	20%	-2%	-33%[inhibitor]
Cc1ccc(C(=O)COC(=O)CNC(=O)CNC(=O)c2ccc(C)cc2)cc1	0%	-11%	10%	x	7%	6%	3%	-40%[inhibitor]
O=C(Nc1ccccc1)N(C1=NCCCCS1)c1cccc2ccccc12	5%	8%	13%	30%	-3%	3%	-1%	i
NC1=NC[C@@H](CC2CCCCC2)N1CCc1cc(C(F)(F)F)cc(C(F)(F)F)c1	-5%	-25%	-14%	42%	15%	-28%	-33%[inhibitor]	i
Cn1cc(CNC(=O)/C=C/c2ccc(Cl)cc2)cn1	4%	-7%	23%	x	-15%	8%	-6%	i
O=C(CSc1nc2ccsc2c(=O)n1CC1CCC(C(=O)O)CC1)NCCc1ccc(Cl)cc1 (configuration not stated)	6%	-2%	-8%	3%	0%	-10%	-1%	i
COC(=O)c1cnc(NC(=O)C2(C)CCN2C(=O)C(C)C)s1 (configuration not stated)	1%	10%	5%	-12%	13%	15%	1%	i

Only part of the results is shown; the hit share may differ from the screen's.
